Source: PubChem (Johns Hopkins Ion Channel Center)
Kir21 block: inhibitors of mouse Kir2.1 inward-rectifier potassium channel; P35561; HEK293-Kir2.1, FluxOR thallium flux fluorescence; hits give low values; B-score at 10 µM; actives 0.85% (n = 310,000); AID 1672;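 active means fluorescence ratio B-score at or below minus 3 SD of library scores, with starting-brightness B-score within 2 SD, cut at about -4.2 in these data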;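 further: channel flux triggered by added potassium and thallium sulfate stimulus; B-score of peak minus minimum fluorescence over baseline after thallium stimulus; more negative B-score means stronger Kir2.1 block with less thallium influx; some compounds called inactive have numbers as strong as hits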
KCNQ2 block: KCNQ2 potassium channel inhibitors, primary screen, cell-based, CHO-K1, FluxOR thallium flux, B-score (AID 2156). O88943. 20 min; hits give low values. B-score at 10 µM. actives 1.1% (n = 310,000);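 active means fluorescence ratio B-score at most minus 3 library SDs, with starting brightness B-score within 2 library SDs, cut at about -5.5 in these data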
Target sequence (O88943 whole entry, looked up): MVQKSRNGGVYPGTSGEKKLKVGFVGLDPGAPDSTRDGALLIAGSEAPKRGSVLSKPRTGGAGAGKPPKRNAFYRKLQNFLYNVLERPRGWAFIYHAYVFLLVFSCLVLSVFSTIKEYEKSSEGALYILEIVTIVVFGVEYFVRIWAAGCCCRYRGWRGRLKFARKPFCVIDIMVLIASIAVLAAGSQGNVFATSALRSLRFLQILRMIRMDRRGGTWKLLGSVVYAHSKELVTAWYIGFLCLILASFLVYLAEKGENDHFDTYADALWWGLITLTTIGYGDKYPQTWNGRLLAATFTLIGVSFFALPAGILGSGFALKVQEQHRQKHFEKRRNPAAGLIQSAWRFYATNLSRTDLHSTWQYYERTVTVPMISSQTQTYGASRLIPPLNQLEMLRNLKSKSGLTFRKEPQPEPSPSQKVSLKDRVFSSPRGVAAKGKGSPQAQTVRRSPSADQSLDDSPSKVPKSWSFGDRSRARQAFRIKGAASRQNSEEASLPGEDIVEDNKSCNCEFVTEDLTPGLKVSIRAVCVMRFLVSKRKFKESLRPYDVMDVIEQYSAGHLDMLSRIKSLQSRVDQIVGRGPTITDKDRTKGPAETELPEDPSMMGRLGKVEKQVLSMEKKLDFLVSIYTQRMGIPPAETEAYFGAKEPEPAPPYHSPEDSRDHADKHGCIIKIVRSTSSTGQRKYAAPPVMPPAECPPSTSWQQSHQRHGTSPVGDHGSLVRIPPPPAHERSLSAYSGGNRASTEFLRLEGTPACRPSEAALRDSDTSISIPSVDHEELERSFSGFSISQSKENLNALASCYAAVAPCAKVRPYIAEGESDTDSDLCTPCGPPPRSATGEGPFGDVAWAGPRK
Starred values were filed as active, the others as inactive; i = inactive.

structure | Kir21 block | KCNQ2 block
N#C/C(=C/c1cn(-c2ccccc2)nc1-c1cccc(OCc2ccccc2)c1)C(=O)NCCCn1ccnc1 | -0.57 | i
c1ccc(Oc2cccc(CN3CCOCC3)c2)cc1 | 1.4 | i
CCOC(=O)N1CCN(C(=O)CNC(=O)c2nn(-c3ccc(OC)cc3OC)c(=O)c3ccccc23)CC1 | -1.2 | i
Cc1ccc(S(=O)(=O)N[C@H](C(=O)OCC(=O)N2N=C(c3ccc(Cl)cc3)CC2c2ccco2)C(C)C)cc1 (stereo partly specified) | 0.65 | -6.1*
COC(=O)C1=C(C)N(C(C)c2ccccc2)C(=O)C1 (stereo unspecified) | -0.16 | i
CCc1cccc(CC)c1NC(=S)N1CCn2cccc2C1c1ccncc1 (stereo unspecified) | 1.6 | i
Cc1ccc(/C=c2\sc3n(c2=O)CN(c2ccc(Br)cc2)CN=3)o1 | 1 | i
Cc1cc(Nc2ccc([N+](=O)[O-])cc2)c2ccccc2n1 | 0 | i
COc1ccc(N2CCN(Cc3nc4cc(Cl)ccc4c(=O)[nH]3)CC2)cc1 | 1.2 | i
COc1ccc(O)c(/C=N/N=C2/C(=O)Nc3ccccc32)c1 | -0.04 | i
COCCN1CCN(C(=O)c2cc(COc3ccc(F)c(F)c3)on2)CC1 | -0.14 | i
O=C(N/N=C\c1ccc([N+](=O)[O-])s1)c1cncc(Br)c1 | -0.8 | i
C#C[C@]1(O)CC[C@H]2[C@@H]3CCC4=Cc5oncc5C[C@]4(C)[C@H]3CC[C@@]21C | -0.45 | i
Cc1ccc(-n2nc3c(=O)n(C(C)C(=O)NCCC4=CCCCC4)nc(C)c3c2C)cc1 (stereo unspecified) | -0.37 | i
CCOC(=O)c1nccnc1C(=O)Nc1ccc(C(F)(F)F)cc1 | 0.06 | i
CCC1CCCCN1CC(=O)c1c(C)[nH]c2cc(C)ccc12 (stereo unspecified) | -1.8 | i
Cc1c(C(=O)N2CCN(c3ncccn3)CC2)oc2c(Cl)cccc12 | 0.77 | i
O=S(=O)(c1ccc(NC(=S)NC2CCCC2)cc1)N1CCCC1 | 1.1 | i
O=C(NCCN=C1NS(=O)(=O)c2ccccc21)c1ccc(S(=O)(=O)N2CCOCC2)cc1 | 2.8 | i
COC(=O)c1ccccc1NC(=O)Cn1c(-c2nonc2N)nc2ccccc21 | 0.63 | i
CCOc1ccc(-c2nnc(-c3ccccc3)o2)cc1 | 0.67 | i
CCOc1cc(/C=N/NC(=O)CN2CCCCC2)ccc1OCc1ccc(Cl)cc1 | -0.18 | i
O=c1c(-c2ccc(Cl)cc2)c[nH]n1-c1ccccc1 | 1.1 | i
O=C(O)CCC(=O)c1ccc2c(c1)CCCC2 | 0 | i
Cc1cc(Cl)ccc1OCC(=O)NC(=S)Nc1ccc(Cl)cn1 | -1.8 | i
COc1ccc(CNC(=O)CCS(=O)(=O)c2cc3c(cc2Cl)NC(=O)CO3)cc1 | -0.92 | i
CCN(CC)CCNC(=O)C1(O)c2cc(Br)ccc2NC(=O)N1c1cccc(OC)c1 (stereo unspecified) | 0.82 | i
COc1ccc(-c2cc3nc4n(c(=O)c3s2)CCCCC4)cc1 | -1.4 | i
O=C(O)c1cc(-c2ccccc2)nn1CC1CC(c2cccnc2)=NO1 (stereo unspecified) | 0.13 | i
Cc1cc(Cl)ccc1OCC(=O)Nc1ccccc1C(=O)N1CCOCC1 | -4.5* | i
CC(=O)/C(N=Nc1ccc(C(=O)O)cc1)=C(\C)O | -0.17 | i
COc1ccc(-c2cc3c(=O)n(CC(=O)N4CCCCC4)ncn3n2)cc1 | -0.31 | i
O=C(Oc1ccc(Br)cc1)C1CC(=O)N(c2ccc(F)cc2)C1 (stereo unspecified) | -0.01 | i
CCCc1ccc(OCC(=O)NNC(=O)c2cccnc2)cc1 | 2.7 | i
CC(C)(C)c1ccc(OCCC(=O)OCC(=O)NC2CCS(=O)(=O)C2)cc1 (stereo unspecified) | 1.4 | i
Cc1cc(NC(=O)CSc2nc(-c3ccco3)cc(C(F)(F)F)n2)n(-c2ccccc2)n1 | 0.01 | i
CC1CC(C)CN(CC(O)COc2ccc3c(c2)CCC3)C1 (stereo unspecified) | -1.2 | i
COc1ccccc1-c1cc2nc(C)c(CCC(=O)NCc3ccc(F)cc3)c(C)n2n1 | -0.61 | i
Cc1ccccc1C(=O)NCC(=O)OC(C)C(=O)NCc1ccco1 (stereo unspecified) | -0.49 | i
COc1ccc(Oc2c(C)oc3c(CN(C)C)c(O)ccc3c2=O)cc1 | -0.43 | i

Next part, overlapping the part above by 2 compounds.
structure | Kir21 block | KCNQ2 block
Cc1ccccc1C(=O)NCC(=O)OC(C)C(=O)NCc1ccco1 (stereo unspecified) | -0.49 | i
COc1ccc(Oc2c(C)oc3c(CN(C)C)c(O)ccc3c2=O)cc1 | -0.43 | i
COCCN(C(=O)c1ccccc1F)c1c(N)n(Cc2ccccc2)c(=O)[nH]c1=O | 1.8 | i
Cc1cccc(NC(=O)CSc2nnc(-c3ccccc3)n2N)c1C | 0.69 | i
COc1ccc(/C=N/NC2=NS(=O)(=O)c3ccccc32)cc1OC | 0.35 | i
NS(=O)(=O)c1ccc(CNC(=O)c2cc(=O)c3cc(Cl)ccc3o2)cc1 | -0.15 | i
CCCn1c(=N)n(CC(=O)C(C)(C)C)c2ccccc21 | 0.01 | i
CC(C)N1C(=O)CCC1C(=O)N1CCC(Cc2ccccc2)CC1 (stereo unspecified) | 0.77 | i
Cc1ccc(/C(N)=N/OC(=O)c2cccc(Cn3cc(C(F)(F)F)ccc3=O)c2)cc1 | 0.32 | i
O=C(CCN1CCN(CCO)CC1)Nc1cccc(Br)c1 | 0.69 | i
Cc1cc(=O)[nH]c(N/N=C/c2c(C)nn(-c3ccccc3Cl)c2Cl)n1 | -0.9 | i
CC(=O)c1cc(NC(=O)c2cccc(C(F)(F)F)c2)c(=O)oc1C | 0.92 | i
N#C/C(=C\c1ccc(N2CCOCC2)o1)C(=O)Nc1ccc(O)cc1 | -5.4 | i
O=C(CCc1nnc(CCC2CCCCC2)o1)NCCc1ccccn1 | 1.8 | i
C/C(N)=C(/C#N)C(=O)CN1CCCCC1 | 0.32 | i
CON1C(=O)C(=O)N(OC)C2CCCCCC21 (stereo unspecified) | -0.72 | i
CC(=O)NNc1[nH]c2c(c(=O)c1[N+](=O)[O-])c(=O)n(C)c(=O)n2C | -2.1 | i
Cc1ccc(O)c(N=Cc2ccc(C)s2)c1 | 0.65 | i
Cc1cccc(C)c1N1CCN(C(=O)N2CCOCC2)CC1 | -0.77 | i
COc1ccc(/C=C/c2nnc(NC(=O)COc3ccccc3)s2)cc1 | -1.5 | i
Cn1c(Cc2ccccc2)nnc1SCc1cc(=O)n2ccsc2n1 | 0.03 | i
C/C(=N\Nc1ccc([N+](=O)[O-])cc1[N+](=O)[O-])C(C)C(C)C (stereo unspecified) | -0.41 | i
COc1cc(CC(=O)OCC(=O)N2CCCCC2C)cc(OC)c1OC (stereo unspecified) | 0.61 | i
CC(=O)NN1C(=O)c2ccccc2NC1c1ccccc1O (stereo unspecified) | 1.4 | i
COc1ccc(NC(=O)CN2CCCCC2)c([N+](=O)[O-])c1 | -0.14 | i
Cc1cccc(OCCCCc2c(C)n[nH]c2C)c1C | -0.1 | i
O=C(Nc1cccc(S(=O)(=O)N2CCCCC2)c1)Nc1ccc(Cl)cc1Cl | 1.7 | i
COC(=O)c1c(C)oc(C)c1S(=O)(=O)NC(C)(C)C | 0.79 | i
NC(=O)N/N=C/c1cn(-c2ccccc2)nc1-c1ccccc1 | -0.65 | i
CCOc1ccccc1-c1noc(CCC(=O)Nc2cccnc2)n1 | 1.1 | i
CCN(CC(=O)N1CCN(Cc2ccccc2)CC1)S(=O)(=O)c1ccc(F)cc1 | 0.58 | i
COc1ccccc1N/C=C/C(=C(C#N)C#N)N(C)C | -0.59 | i

Already shown: an excerpt of the list.
structure | Kir21 block | KCNQ2 block
O=C(Nc1cccc(S(=O)(=O)N2CCCCC2)c1)Nc1ccc(Cl)cc1Cl | 1.7 | i
COC(=O)c1c(C)oc(C)c1S(=O)(=O)NC(C)(C)C | 0.79 | i
NC(=O)N/N=C/c1cn(-c2ccccc2)nc1-c1ccccc1 | -0.65 | i
CCOc1ccccc1-c1noc(CCC(=O)Nc2cccnc2)n1 | 1.1 | i
CCN(CC(=O)N1CCN(Cc2ccccc2)CC1)S(=O)(=O)c1ccc(F)cc1 | 0.58 | i
COc1ccccc1N/C=C/C(=C(C#N)C#N)N(C)C | -0.59 | i

The list goes on.
structure | Kir21 block | KCNQ2 block
C#CCOCCOCCOCCNc1nc(N2CCN(C(=O)[C@H]([C@@H](C)CC)n3cc([C@@H](N)Cc4ccc(O)cc4)nn3)CC2)nc(N2CCN(C(=O)[C@H](Cc3cc4ccccc4[nH]3)n3cc([C@@H](N)C(C)CC)nn3)CC2)n1 (stereo partly specified) | -0.9 | i
CCC(C)(C)NC(=O)C1CCC(CNS(=O)(=O)c2cccc3nsnc23)CC1 (stereo unspecified) | -0.3 | i
Cc1cc(C)cc(NC(=O)C2C3C=CC4(O3)C2C(=O)N(CCCN2CCCC2)C4C(=O)NC2CCCC(C)C2C)c1 (stereo unspecified) | -0.82 | i
CC(C)OCCCNC1=C(Cl)C(=O)c2ccccc2C1=O | -0.37 | i
CC(OC(=O)CN1C(=O)C2C3C=CC(C4CC34)C2C1=O)C(=O)c1ccccc1 (stereo unspecified) | -0.06 | i
CC(=O)c1sc(=S)n(Cc2ccccc2)c1C | 0.88 | i
CC1(CCc2ccccc2)NC(=O)N(CC(=O)Nc2ccc3c(c2)OCCO3)C1=O (stereo unspecified) | 0.05 | i
CCOCCCNC(=O)C(c1ccc(C)cc1)N(Cc1cccs1)C(=O)c1ccccc1O (stereo unspecified) | -0.06 | i
S=C(NC1CCCCC1)N1CCc2ccccc2C1 | -1.2 | i
COc1ccc(-c2oc3ccccc3c2C(=O)OCc2ccc([N+](=O)[O-])cc2)cc1 | 0.75 | i
CN(Cc1cc2ccccc2[nH]c1=O)S(C)(=O)=O | -0.05 | i
COc1ccc(C2C=C(c3ccc(Br)cc3)Nc3nc(NS(C)(=O)=O)nn32)cc1 (stereo unspecified) | -5.6 | i
N#C/C(=C/Nc1ccccc1F)S(=O)(=O)c1ccc(Cl)cc1 | -1.8 | i
CCC(=O)NC(C)C(c1cccs1)N1CCN(c2ccccc2)CC1 (stereo unspecified) | -0.84 | i
COc1cc(NC(=O)c2cccs2)c(OC)cc1NC(=O)CCn1nnc2ccccc21 | 1 | i
CC(=O)NC(Cc1ccc(C)cc1)C(=O)NC1CCN(S(=O)(=O)c2ccccc2)CC1 (stereo unspecified) | 1.4 | i
O=C(COC(=O)c1ccc(Cl)c(S(=O)(=O)NCc2ccccc2)c1)NCC1CCCO1 (stereo unspecified) | -0.41 | i
Cc1ccc2c(c1)CCCN2C(=O)c1cc2ccccc2oc1=O | 1.7 | i
COc1ccc(S(=O)(=O)Nc2ccccc2OC)cc1NC(=O)CC1CC2CCC1C2 (stereo unspecified) | 0.07 | i
CN1C(=O)CCC(CCC(=O)O)(c2ccccc2O)C1=O (stereo unspecified) | -0.15 | i
Cc1nc2ccccn2c1-c1nnco1 | -1.2 | i
COc1ccc(CNC(=O)C2CCN(S(=O)(=O)N3CCCCC3)CC2)cc1 | 0.05 | i
COc1cc2c(cc1OC)C(c1cccc(OC)c1OC)CC(=O)N2 (stereo unspecified) | -0.1 | i
Cc1cc(NC(=O)Nc2cc(Cl)sc2Cl)no1 | -1.6 | i
C#CCOc1ccc(C2C(C#N)=C(N)Oc3cc(O)ccc32)cc1 (stereo unspecified) | -3.2 | i
CCN(CC(=O)O)S(=O)(=O)c1cc(Cl)ccc1Cl | 1.3 | i
CC(C)(C)C1CCC(=NNC(=S)NCc2ccccc2)CC1 (stereo unspecified) | 1.6 | i
CCc1cc(=O)oc2c(CN3CCN(C)CC3)c(O)c(Cl)cc12 | -0.09 | i
CCCSC(=O)N(CC)CC(=O)Nc1c(CC)cccc1CC | -0.49 | i
COc1ccc(CCNc2cc(N3CCN(C(=O)c4ccc(C)cc4)CC3)ccc2[N+](=O)[O-])cc1OC | -0.82 | i
CC1=NN(Cc2ccccc2)C(=O)C1C(c1ccccc1)C(C#N)C#N (stereo unspecified) | -0.07 | i
CCN1CCN(C(=O)c2ccc(Cn3c(=O)[nH]c4cc(OC)c(OC)cc4c3=O)cc2)CC1 | 0.31 | i
COc1ccc(N(CC(=O)NCc2cccs2)S(=O)(=O)c2cccnc2)cc1 | -0.01 | i
O=C(O)c1ccc(-n2nc(C(F)(F)F)cc2-c2cccs2)cc1 | 0.67 | i
COc1cc(/C=N/n2cnc3scc(-c4cccs4)c3c2=O)cc(OC)c1OC | -0.21 | i
CC(=O)NC1=NN(C(C)=O)C(C)(c2ccc3ccccc3c2)S1 (stereo unspecified) | -0.08 | i
COc1ccc2c(c1)C(=O)CC(c1ccc(OC)c(OC)c1)O2 (stereo unspecified) | -0.45 | i
Cc1ccc(NC(=O)c2cccc3ccccc23)cc1 | -1.1 | i
COc1ccccc1C(=O)C1CCCN(C(=O)c2ccccc2Cl)C1 (stereo unspecified) | 0.02 | i
Cc1ccc(S(=O)(=O)N(CC(=O)Nc2cccc([N+](=O)[O-])c2)C2CCCCC2)cc1 | -2.3 | i
CCOc1ccc(OCc2ccc(C(=O)OCc3ccccn3)o2)cc1 | 1.3 | i
Cc1ccc(C)c(NC(=S)NCc2cccs2)c1 | 0.07 | i
NC(=O)Cn1c(=O)n(CC(=O)N2CCCCC2)c(=O)c2sccc21 | 0.51 | i
